Screens (PubChem BioAssay)
RXFP1 antag = RXFP1 (human) relaxin receptor antagonism. Q9HBX9. HEK293-RXFP1, relaxin-stimulated cAMP HTRF, 30 min; stronger effect = lower value. hit rate 0.59% among 350,000. activity change, negative = inhibition, % at 57.5 µM;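 active means activity change of -60% or lower, but not beyond a set lower limit; inconclusive means change between -60% and -40%, or beyond the set limit; inactive means change above -40%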; further: on the % scale 0 is the no-effect control and ±100 the full control effect
RXFP1 ag = RXFP1 (human) receptor agonism | hit rate 0.3% among 370,000 | Potency, µM (titrated, usually from 57.5 µM), for the others: at the highest dose activation, actives largely listed as activators | Q9HBX9 | HEK293T-RXFP1 cAMP TR-FRET, 30 min; response scale: percent of porcine relaxin response, buffer zero; further: potency means the concentration at half of the fitted maximal effect; on the % scale 0 is the no-effect control and ±100 the full control effect; nearly all actives have a fitted effect of over 60% in size; many of its hits are not listed in these tables
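HEK293 cells stably expressing RXFP1, treated 30 min at 37C with compounds plus PDE4 inhibitor Ro 20174; cAMP measured by HTRF TR-FRET. Normalized to buffer and 29 nM porcine relaxin; EC50 by Hill fit.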
D1 agonist = human D1 receptor agonism. P21728. AID 504660. HEK293 T-REx D1 cells, calcium flux, agonist mode. activation, % at 2 µM. hit rate 1% among 360,000; in the data active means activation above about 30%; further: 0% is about no effect
Target sequence (P21728 whole entry, looked up): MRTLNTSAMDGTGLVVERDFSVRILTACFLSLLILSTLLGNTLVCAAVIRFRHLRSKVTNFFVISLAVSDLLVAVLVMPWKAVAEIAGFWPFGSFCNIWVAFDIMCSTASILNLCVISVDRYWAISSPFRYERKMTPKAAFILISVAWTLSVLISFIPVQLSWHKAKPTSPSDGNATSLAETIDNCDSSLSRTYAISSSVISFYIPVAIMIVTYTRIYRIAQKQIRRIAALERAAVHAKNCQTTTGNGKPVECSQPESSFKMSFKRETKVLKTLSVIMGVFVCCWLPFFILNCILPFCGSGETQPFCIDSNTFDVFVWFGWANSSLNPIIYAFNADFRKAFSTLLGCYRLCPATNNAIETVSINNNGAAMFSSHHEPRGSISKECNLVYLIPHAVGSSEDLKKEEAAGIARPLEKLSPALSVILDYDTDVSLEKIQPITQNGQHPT
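Tetracycline-induced HEK293 TREx D1 cells, force-coupled to calcium signalling, were dye-loaded with a no-wash calcium kit. Compound was pin-added after a 10 s baseline. Fluorescence was read kinetically at 1 cycle/s for 180 s, with calcium rises flagged as agonism.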
Apoferritin bind = binds horse apoferritin like a general anesthetic. P02791. apoferritin/1-aminoanthracene competitive binding, fluorescence. Potency, µM (series often up to 77.5 µM), inactives show top-dose activity change, negative = displacement, most hits filed as inhibitors. hit rate 0.074% among 350,000. AID 485281; further: potency means the concentration at half of the fitted maximal effect; on the % scale 0 is the no-effect control and ±100 the full control effect; nearly all actives have a fitted effect of over 20% in size
Target sequence (P02791 2-175 limits assumed): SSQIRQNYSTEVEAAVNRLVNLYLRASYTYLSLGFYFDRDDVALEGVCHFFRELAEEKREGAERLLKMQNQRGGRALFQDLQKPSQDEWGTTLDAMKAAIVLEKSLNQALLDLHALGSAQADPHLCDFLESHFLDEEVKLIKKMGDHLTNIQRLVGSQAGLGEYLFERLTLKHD
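Horse-spleen apoferritin (10 uM) was mixed with 50% saturated 1-aminoanthracene in PBS, exposed to compounds for 10 min at room temperature, and read for fluorescence (ex 380 nm, em 535 nm). Competitive displacement was fitted with a four-parameter Hill equation.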
TRHR enhancer = TRH receptor (human) allosteric enhancement; TRHR cells, fluo-8 calcium fluorescence, EC20 TRH enhancement; hit rate 0.66% among 360,000; AID 493056; enhancement, % at 2 µM; P34981; in the data active means enhancement above about 30%; further: 0% is about no effect
Target sequence (P34981 whole entry, looked up): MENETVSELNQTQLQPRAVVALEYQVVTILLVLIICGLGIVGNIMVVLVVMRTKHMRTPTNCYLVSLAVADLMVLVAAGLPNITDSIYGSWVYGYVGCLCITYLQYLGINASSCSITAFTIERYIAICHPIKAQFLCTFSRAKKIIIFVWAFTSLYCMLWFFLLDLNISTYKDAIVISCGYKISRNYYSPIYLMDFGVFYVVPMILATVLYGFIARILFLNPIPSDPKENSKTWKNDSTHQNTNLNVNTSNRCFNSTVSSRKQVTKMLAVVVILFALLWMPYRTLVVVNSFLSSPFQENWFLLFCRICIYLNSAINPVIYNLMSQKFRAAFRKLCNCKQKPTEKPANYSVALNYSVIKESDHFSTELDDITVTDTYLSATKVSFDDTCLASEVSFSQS
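TRHR-expressing cells loaded with fluo-8 calcium dye were read kinetically (ex 480/em 530) during compound addition, then stimulated with an EC20 of TRH (10 nM final). Enhancement of the Gq-mediated intracellular calcium response was scored.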
TRHR agonist = activates the human TRH receptor; TRHR cells, calcium flux fluo-8, FDSS agonist mode; hit rate 0.18% among 360,000; AID 493084; activation, % at 2 µM; P34981; in the data active means activation above about 30%; further: 0% is about no effect
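Fluo-8-loaded TRHR cells; 10 s baseline, compound added, kinetic Ca2+ fluorescence read 1/s, agonist mode.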
D2 potentiator = positive allosteric modulators of human D2 dopamine receptor. P14416. HEK293 T-REx D2, calcium flux, EC20 dopamine potentiation. potentiation, % at 10 µM. hit rate 0.34% among 340,000;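 active means potentiation over 3 SD above the plate norm, cut at about 30% in these data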; further: 0% is about no effect
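Tetracycline-induced Hek293 Trex D2 cells, force-coupled to calcium, loaded with no-wash calcium dye. Compound added with 180 s kinetic read for agonism, then EC20 dopamine and a further 180 s read for potentiation.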
D1 potentiator = human D1 dopamine receptor positive modulation | P21728 | HEK293 TREx D1 cells, calcium flux, dopamine EC20 potentiation | potentiation, % at 10 µM | hit rate 0.036% among 360,000 | AID 504651; in the data active means potentiation above about 30%; further: 0% is about no effect
D1 antag = blocks dopamine activation of the human D1 receptor; activity change, negative = inhibition, % at 10 µM; AID 504652; hit rate 3.2% among 360,000; P21728; HEK293 TREx D1 cells, calcium flux, dopamine EC80; stronger effect = lower value; in the data active means activity change below about -30%; further: on the % scale 0 is the no-effect control and ±100 the full control effect
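Cells carrying a force-coupled, tetracycline-inducible human D1 receptor report calcium flux. Each well gets a 10 s baseline, compound with 180 s monitoring, then an EC80 dopamine stimulus with a second 180 s kinetic read.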
An asterisk follows results filed as active; ? = inconclusive; · = not tested or not shown. Unless noted, the call rests on the fitted dose curve; in most records, active means well fitted curve in the direction sought with a large enough effect; inconclusive means small, poorly fitted or top-dose-only effect, or another doubt; inactive means no such curve, though single readings can be large; an effect the other way counts as inactive or inconclusive. An excerpt; the hit share may differ from the screen's.

| entry | structure | RXFP1 antag | RXFP1 ag | D1 agonist | Apoferritin bind | TRHR enhancer | TRHR agonist | D2 potentiator | D1 potentiator | D1 antag |
| --- | --- | --- | --- | --- | --- | --- | --- | --- | --- | --- |
| 1 | Cn1c(SCc2ccccc2Cl)nc(C(F)(F)F)cc1=O | -8 | 0.8% | 3 | -12% | -5 | 0.7 | 8 | -4 | 4 |
| 2 | Cc1ccsc1/C=N/NC(=O)C1C(=O)NCC1c1ccccc1 (stereo unspecified) | 12 | 2.6% | 3 | 4% | 1 | 0.6 | -5 | -3 | 20 |
| 3 | CCCOc1ccc(N2C(=O)CC(N3CCC(c4nncn4CC)CC3)C2=O)cc1 (stereo unspecified) | -4 | 0.7% | 0 | -8% | -4 | 0.0 | -11 | -6 | -13 |
| 4 | C=CCNC(=O)/C(=C\c1ccc(Br)cc1)NC(=O)c1ccccc1OC | -15 | 2.1% | 19 | -14% | -6 | 12 | -7 | -2 | -5 |
| 5 | Cc1c(Br)cc(C(=O)N2CCCCCC2)c(C)c1C | -6 | 3.5% | 15 | 10µM* | -6 | 6.6 | 23 | 16 | -2 |
| 6 | CCOc1ccc(S(=O)(=O)n2cc(-c3ccccc3)c(N)n2)cc1 | 8 | 1.3% | 2 | -10% | 7 | -0.3 | -4 | -6 | -11 |
| 7 | O=C(c1ccccc1)N(Cc1nc2ccccc2c(=O)[nH]1)C1CCCCC1 | -7 | 0.2% | 1 | -13% | 9 | -1.0 | 1 | -8 | 6 |
| 8 | Cc1cccc(C(C(=O)NCc2ccc(F)cc2)N(C(=O)c2csnn2)C2CC2)c1 (stereo unspecified) | -11 | -0.3% | 0 | -15% | 3 | 0.1 | 2 | 3 | 15 |
| 9 | CSC1=C(C#N)C(c2ccccc2Cl)C(C(=O)c2cccs2)C(O)(C(F)(F)F)N1 (stereo unspecified) | -2 | 0.7% | 1 | -19% | 0 | -0.1 | 11 | -8 | -31* |
| 10 | CCCc1cc(=O)[nH]c(SCC(=O)N2CCC(C(=O)OCC)CC2)n1 | 4 | -0.7% | 1 | -4% | 0 | -1.0 | 6 | -2 | 22 |
| 11 | NS(=O)(=O)c1ccc(CCNC(=O)c2nc(CS(=O)(=O)c3ccc(Cl)cc3)no2)cc1 | -25 | 2.7% | 3 | -16% | -1 | 1.0 | -2 | -4 | -7 |
| 12 | Cc1cc2nnc(SCC(=O)N3CCCCC3)n2c(N)n1 | 3 | 1.5% | 1 | -5% | 3 | 0.2 | 16 | 8 | -6 |

Three entries drawn at random from the list so far:
| entry | structure | RXFP1 antag | RXFP1 ag | D1 agonist | Apoferritin bind | TRHR enhancer | TRHR agonist | D2 potentiator | D1 potentiator | D1 antag |
| --- | --- | --- | --- | --- | --- | --- | --- | --- | --- | --- |
| 2 | Cc1ccsc1/C=N/NC(=O)C1C(=O)NCC1c1ccccc1 (stereo unspecified) | 12 | 2.6% | 3 | 4% | 1 | 0.6 | -5 | -3 | 20 |
| 9 | CSC1=C(C#N)C(c2ccccc2Cl)C(C(=O)c2cccs2)C(O)(C(F)(F)F)N1 (stereo unspecified) | -2 | 0.7% | 1 | -19% | 0 | -0.1 | 11 | -8 | -31* |
| 11 | NS(=O)(=O)c1ccc(CCNC(=O)c2nc(CS(=O)(=O)c3ccc(Cl)cc3)no2)cc1 | -25 | 2.7% | 3 | -16% | -1 | 1.0 | -2 | -4 | -7 |

More records follow.
| entry | structure | RXFP1 antag | RXFP1 ag | D1 agonist | Apoferritin bind | TRHR enhancer | TRHR agonist | D2 potentiator | D1 potentiator | D1 antag |
| --- | --- | --- | --- | --- | --- | --- | --- | --- | --- | --- |
| 13 | COc1ccc(CCNC(=O)c2ccc3c(c2)CCN3S(C)(=O)=O)cc1OC | · | -1.2% | 1 | 0% | 0 | -0.8 | 9 | 0 | 0 |
| 14 | COc1cccc(/C=N/NC(=O)CNC(=O)c2cccnc2)c1O | -7 | -0.4% | 1 | -1% | 2 | 0.3 | -2 | -7 | -20 |
| 15 | CCc1nnc(NC(=O)c2ccc(COc3cccc(C)c3)o2)s1 | -5 | 1.1% | 0 | -7% | 5 | -0.8 | · | 1 | 13 |
| 16 | CCOc1ccc(N2CC(C(=O)Nc3ncccc3C)CC2=O)cc1 (stereo unspecified) | · | -1.6% | 2 | -8% | -4 | 1.3 | -4 | 3 | -1 |
| 17 | COc1ccc(/C=C2\C(=O)N(Cc3ccc(F)cc3)CC(=O)N2Cc2ccccc2)cc1 | 4 | 2.2% | 9 | -17% | -4 | 0.1 | 2 | -2 | -14 |
| 18 | COc1ccc(Cc2nnc(NC(=O)c3c(-c4ccccc4)noc3C)s2)cc1OC | · | 8.5% | 1 | 0% | 0 | 0.1 | 3 | 1 | 4 |
| 19 | Fc1ccc(OCc2nc(-c3ccc(Br)o3)no2)c(F)c1 | · | 1.0% | 5 | ? | -4 | -0.6 | 3 | -3 | 3 |
| 20 | O=C1/C(=C\c2ccccc2Cl)SC(=S)N1CCC(=O)N1CCCc2ccccc21 | -2 | 1.0% | 1 | -3% | 6 | -0.1 | -8 | -2 | -11 |
| 21 | COC(=O)C1=C(C)N(C)C(=O)/C1=C\c1ccco1 | -8 | -0.7% | 1 | -14% | 0 | -0.2 | -7 | -2 | -3 |
| 22 | O=C(NCCNC(=O)c1ccccn1)c1ccc(-c2ccccc2)cc1 | -3 | -0.4% | 16 | -15% | 5 | -0.6 | -6 | -2 | 19 |
| 23 | O=C1/C(=C/c2ccc3c(c2)OCO3)CCC/C1=C\c1ccc2c(c1)OCO2 | -8 | 2.5% | 23 | -10% | 2 | 5.8 | -12 | -7 | -9 |
| 24 | Cc1ccc(Cl)cc1N1CCN(C(=O)c2cn(C)c3ccc(S(=O)(=O)N4CCCC4)cc3c2=O)CC1 | -17 | 2.2% | 2 | -9% | -16 | -0.4 | -8 | -2 | 1 |
| 25 | CCOC(=O)c1ccc(NC(=O)COc2ccc(S(=O)(=O)NC(C)C)cc2)cc1 | 0 | 0.1% | 6 | -9% | -8 | -0.8 | -2 | 0 | -16 |
| 26 | CC1CN(c2ccccc2)CCN1C(=O)c1cc(COc2c(F)cccc2F)on1 (stereo unspecified) | -10 | 0.0% | 6 | 2% | -3 | 0.1 | -1 | -4 | -7 |
| 27 | CCOC(=O)C1CCN(C(=O)CCS(=O)(=O)c2ccc3c(c2)n(C)c(=O)c(=O)n3C)CC1 | -3 | 20% | 2 | -9% | -1 | 0.2 | · | 6 | -9 |
| 28 | COc1cc(-n2c(-c3ccccc3)n[nH]c2=S)c(OC)cc1Cl | -8 | 0.1% | 0 | 0% | -2 | -1.3 | -1 | -3 | 6 |
| 29 | CCOC(=O)/C(C#N)=C/c1cc(C)n(-c2ccc(C)cc2)c1C | -7 | 0.6% | 2 | -5% | 0 | 1.4 | 16 | -30 | -75* |
| 30 | COc1cccc(CNC(=O)Cn2nc(C)c([N+](=O)[O-])c2C)c1 | -3 | -1.0% | -3 | -2% | 0 | -0.2 | 4 | -2 | -17 |
| 31 | CN(C)S(=O)(=O)c1ccc(C(=O)NCCC(=O)N2CCCC2)cc1 | 5 | -0.2% | 3 | 3% | 8 | -0.4 | 13 | -6 | -16 |
| 32 | CCOc1ccc(NC(=O)C2CCCN(S(=O)(=O)c3ccc(-n4cnnn4)cc3)C2)cc1 (stereo unspecified) | -1 | 3.0% | 3 | 5% | -5 | 0.2 | 20 | -4 | -17 |
| 33 | OC1CN=C2CCCc3c2n(c2ccc(Cl)cc32)C1 (stereo unspecified) | 2 | 0.2% | 3 | -10% | 1 | 3.0 | 0 | -2 | 2 |
| 34 | Cn1c(CNC(=O)c2ccccc2)nnc1SCC(=O)N1CCN(c2ccccc2)CC1 | 1 | -2.0% | -1 | -4% | 3 | 0.2 | -3 | 0 | 6 |
| 35 | CC(C)CN1CCN(Cc2cccn2-c2ccccn2)CC1CCO (stereo unspecified) | 1 | 1.7% | 0 | -3% | -6 | 0.8 | 8 | -2 | -13 |
| 36 | COc1ccc(/C=C/C(=O)c2c(O)c(OC)c3occc3c2OC)cc1 | 2 | 2.7% | 1 | -23% | -10 | -1.1 | 0 | -5 | -10 |
| 37 | CC(C)NC(=O)N(Cc1ccc(Cl)cc1)Cc1cccs1 | 6 | -0.5% | 3 | -5% | -2 | -0.8 | 2 | 0 | -4 |
| 38 | CC(C)C(NC(=O)c1ccc(F)cc1)C(=O)Nc1cccnc1 (stereo unspecified) | -11 | 1.4% | 1 | -6% | -3 | 0.7 | -6 | -4 | 4 |
| 39 | CCN(CC(=O)NCc1ccc(F)cc1)C(=O)C(C)Oc1cccc(Cl)c1 (stereo unspecified) | 0 | 1.0% | 1 | · | -5 | 0.3 | 5 | -2 | 4 |
| 40 | COc1ccc(CNC(=O)C2CCCN2C)cc1OC (stereo unspecified) | -3 | 3.0% | 1 | 2% | -8 | 1.0 | -32 | -6 | -5 |
| 41 | CCn1c(SCC(=O)NNC(=O)c2ccccc2)nnc1-c1ccncc1 | 1 | 0.3% | 6 | 3% | -4 | -0.4 | -4 | -8 | 7 |
| 42 | O=C(CSCCSCC(=O)c1ccco1)c1ccco1 | · | 0.2% | 5 | -7% | -5 | 0.0 | -4 | -4 | -10 |
| 43 | CC(=O)Nc1ccc(NC(=O)C(C)OC(=O)CNC(=O)c2cccs2)cc1 (stereo unspecified) | -8 | 1.1% | 0 | · | 7 | 0.1 | 6 | -3 | 10 |
| 44 | CCn1c(CC(=O)Nc2cccc(OC)c2)nnc1SCC(=O)N1CCN(c2ccccc2)CC1 | -14 | -0.8% | 0 | -17% | 1 | -0.9 | -2 | -3 | -8 |
| 45 | COCCNC(=O)C(c1ccccc1F)N(C(=O)C(=O)NC1CCCC1)C1CCCCC1 (stereo unspecified) | -13 | 1.4% | 1 | -7% | 0 | -1.7 | 14 | -4 | -3 |

Three entries from above, arranged by molar mass, smallest number first.
| entry | structure | RXFP1 antag | RXFP1 ag | D1 agonist | Apoferritin bind | TRHR enhancer | TRHR agonist | D2 potentiator | D1 potentiator | D1 antag |
| --- | --- | --- | --- | --- | --- | --- | --- | --- | --- | --- |
| 30 | COc1cccc(CNC(=O)Cn2nc(C)c([N+](=O)[O-])c2C)c1 | -3 | -1.0% | -3 | -2% | 0 | -0.2 | 4 | -2 | -17 |
| 17 | COc1ccc(/C=C2\C(=O)N(Cc3ccc(F)cc3)CC(=O)N2Cc2ccccc2)cc1 | 4 | 2.2% | 9 | -17% | -4 | 0.1 | 2 | -2 | -14 |
| 11 | NS(=O)(=O)c1ccc(CCNC(=O)c2nc(CS(=O)(=O)c3ccc(Cl)cc3)no2)cc1 | -25 | 2.7% | 3 | -16% | -1 | 1.0 | -2 | -4 | -7 |
